# From PubChem BioAssay
# FBW7 activator – human FBW7 E3 ligase activation, primary screen; Q969H0; AlphaScreen FBW7–phospho-cyclin E peptide binding, activator screen; normalized activity (activation), % at 26.1 µM; 650,000 tested, 0.13% active; in the data active means normalized activity above about 1.9%;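 further: purified mutant Fbw7 with reduced substrate affinity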
# MITF primary – human MITF inhibition, primary screen. O75030. AlphaScreen MITF homodimerization, bead proximity signal. inhibition, % at 2.6 µM. 650,000 tested, 0.91% active. AID 1259374; in the data active means inhibition above about 50%;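 further: 0% = vehicle wells with protein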
# Target sequence (O75030 whole entry, looked up): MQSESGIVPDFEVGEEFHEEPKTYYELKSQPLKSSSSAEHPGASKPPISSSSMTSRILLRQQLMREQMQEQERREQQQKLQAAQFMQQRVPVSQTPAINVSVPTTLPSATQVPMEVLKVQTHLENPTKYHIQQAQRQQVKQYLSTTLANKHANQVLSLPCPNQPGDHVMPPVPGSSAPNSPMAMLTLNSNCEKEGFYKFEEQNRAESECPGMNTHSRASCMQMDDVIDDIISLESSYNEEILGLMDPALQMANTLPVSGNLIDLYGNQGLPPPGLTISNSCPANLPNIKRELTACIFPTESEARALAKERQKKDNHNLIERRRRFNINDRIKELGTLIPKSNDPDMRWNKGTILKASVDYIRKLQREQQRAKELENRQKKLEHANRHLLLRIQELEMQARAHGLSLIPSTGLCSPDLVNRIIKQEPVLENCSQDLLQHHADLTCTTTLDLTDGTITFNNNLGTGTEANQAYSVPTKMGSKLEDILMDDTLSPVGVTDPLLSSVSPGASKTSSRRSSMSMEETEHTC
# GPR151 ag – activators of human GPR151 | Q8TDV0 | PathHunter beta-arrestin GPR151 cells, luminescence | activation, % at 11.2 µM | 650,000 tested, 1% active | AID 1508602; in the data active means activation above about 4.9%;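 further: 0% = median of compound wells and 100% = cells with positive control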
# Target sequence (Q8TDV0 whole entry, looked up): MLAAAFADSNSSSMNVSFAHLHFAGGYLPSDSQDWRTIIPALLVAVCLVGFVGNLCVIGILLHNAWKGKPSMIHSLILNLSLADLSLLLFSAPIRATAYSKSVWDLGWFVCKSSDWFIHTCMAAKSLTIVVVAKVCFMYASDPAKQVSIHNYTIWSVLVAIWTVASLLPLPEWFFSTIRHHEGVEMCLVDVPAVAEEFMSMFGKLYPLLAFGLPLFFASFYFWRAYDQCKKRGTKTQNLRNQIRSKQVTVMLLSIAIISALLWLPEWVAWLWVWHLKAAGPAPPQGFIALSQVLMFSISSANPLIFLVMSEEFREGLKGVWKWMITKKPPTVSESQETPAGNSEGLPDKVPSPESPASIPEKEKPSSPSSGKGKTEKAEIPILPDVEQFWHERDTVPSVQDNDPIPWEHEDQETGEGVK
# TEAD-YAP block – TEAD-YAP interaction inhibition; 640,000 tested, 1.4% active; inhibition, % at 9.12 µM; HEK-TIYL cells, TEAD-Gal4/YAP UAS-luciferase luminescence; AID 1259422; in the data active means inhibition above about 32%;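 further: 0% = median of test compound wells and 100% = reference inhibitor wells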
# An asterisk follows results filed as active.
# Results follow in this order: FBW7 activator	MITF primary	GPR151 ag	TEAD-YAP block
1	CCSCCOC(=O)C1=C(C)NC2=C(C(=O)CC(c3ccccc3)C2)C1c1ccc(Br)cc1 (stereo unspecified)
    1.0	-0.9	1.1	5.9
2	CSCON1C(=O)CN(C(=O)c2ccccc2)C1c1cccc([N+](=O)[O-])c1 (stereo unspecified)
    -0.2	0.0	-1.0	-4.9
3	Cc1cc(/C=C2/C(=N)N3C(=NC2=O)SN=C3S(C)(=O)=O)c(C)n1-c1ccc(F)cc1
    -0.5	-2.7	1.5	-6.2
4	CC(C)(C)NC(=O)CN(CC1CCCO1)C(=O)CNS(=O)(=O)c1ccc(Cl)cc1 (stereo unspecified)
    0.0	12.4	1.4	15.4
5	CC(Cn1cncn1)NCc1c(C(=O)N(C)CCc2ccccc2)nc2sccn12 (stereo unspecified)
    0.3	5.7	-1.4	-1.2
6	O=C(Nc1ccc2ccccc2c1)/C(=C/c1cccc([N+](=O)[O-])c1)NC(=O)c1ccccc1Br
    -0.2	2.4	0.2	0.6
7	CCN(CC)CCNC(=O)C1=C(C)C(=O)OC12CCCCC2
    -0.2	11.8	0.3	7.2
8	O=C(NCc1cccnc1)C(=O)N/N=C/c1ccc([N+](=O)[O-])cc1
    -0.1	8.4	1.3	-1.1
9	O=C(Nc1cc(C(=O)Nc2ccc(Cl)cc2)cc(C(=O)Nc2ccc(Cl)cc2)c1)c1ccc([N+](=O)[O-])cc1
    -0.1	-6.5	3.1	8.2
10	C=CCN(C)C(=O)c1c(C)nc2scc(C)n12
    -0.3	13.2	0.0	-6.3
11	CCN1C(=O)C2C(c3ccc(C)cc3)NC(C)(C(=O)OC)C2C1=O (stereo unspecified)
    -0.2	1.1	-0.4	-0.8
12	Cn1c(=O)cc(NC2CCCCC2)n(Cc2ccc(F)cc2F)c1=O
    -0.2	1.6	-0.4	-10.3
13	Cc1cccc(OCC(=O)N/N=C/c2cccs2)c1
    0.0	10.2	2.8	7.1
14	COC(=O)c1ccc(N(C)S(=O)(=O)c2ccccc2)cc1
    0.1	3.0	-0.2	-2.8
15	COc1cccc(OC)c1OCCCN1CC(C)OC(C)C1 (stereo unspecified)
    -0.2	62.0*	0.7	5.9
16	O=C(Nc1cc(Oc2ccc3c(c2)CCC3)cc([N+](=O)[O-])c1)c1cnn2c(C(F)(F)F)cc(-c3ccc(Br)cc3)nc12
    0.2	-16.9	0.0	-0.2
17	Cc1nc2ccc(NC(=O)c3ccccc3Cl)cc2c(=O)n1-c1ccc(F)cc1
    0.2	2.7	-0.9	0.7
18	Cc1[nH]c2c(C(F)(F)F)cccc2c1CCN1C(=O)OC(C)(C)C1(C)O (stereo unspecified)
    -0.1	-2.3	0.6	4.6
19	Cc1cccn2c(=O)c3cc(C(=O)N4CCCCC4)sc3nc12
    0.6	16.4	-1.5	-15.6
20	CCn1c(=O)c(C(=O)NCc2ccccc2Cl)c(O)c2ccccc21
    0.0	2.0	-0.5	13.9
21	COc1ccc(CNc2cc(OC)ncn2)cc1
    0.3	15.6	-0.4	-4.4
22	O=C(C1=NNC2C(=O)N(c3ccccc3)C(=O)C12)c1nc(Cl)ccc1Cl (stereo unspecified)
    0.1	8.1	0.6	5.6
23	O=C(N/N=C/c1ccc2cccc(O)c2n1)c1cccc(Br)c1
    -0.1	-10.6	3.0	-7.3
24	CCN(Cc1ccncc1)C1CCC(=O)N(Cc2ccc(F)cc2F)CC1 (stereo unspecified)
    0.0	9.8	-0.2	2.4
25	CCOc1ccc(Nc2cc(N3CCC4(CC3)OCCO4)c3noc4c3c2C(=O)c2ccccc2-4)cc1
    0.0	15.9	-0.7	-4.9
26	COc1cccc(CN2C[C@H](Sc3ccccn3)C[C@H]2C(=O)NC(C)C)c1O
    0.1	8.5	1.6	-0.3
27	C=C(C)CN(CC)Cc1ccccc1[N+](=O)[O-]
    0.0	43.1	-0.9	-3.1
28	CCOC(=O)C1=CN(C)C=C(C(=O)OCC)C1c1cccc(O)c1
    0.2	2.1	0.0	5.9
29	Cc1ccc(C2(C)NC(=S)N(c3ccccc3)N2)o1 (stereo unspecified)
    0.1	10.3	-0.3	-13.7
30	O=[N+]([O-])c1ccc(N2CCN(Cc3ccccc3)CC2)cc1NC1CC1
    -0.5	4.5	-0.3	19.4
31	Cc1cccc(NC(=O)C2C3C=CC4(O3)C2C(=O)N(Cc2ccc(Cl)cc2)C4C(=O)NC2CCCCC2C)c1 (stereo unspecified)
    0.0	-2.4	-0.2	-2.6
32	CCOC(=O)N1CCC(NS(=O)(=O)c2cc(Br)cnc2N)CC1
    -0.1	10.3	-1.6	7.0
33	CC(C)c1ccc(C(=O)Nc2ccc(N(C)C)cc2)cc1
    -0.2	6.5	18.8*	6.5
34	Cc1ccc(CN(Cc2ccco2)C(=S)NCC(=O)NC2CCC(C)CC2)cc1 (stereo unspecified)
    -0.2	0.8	0.3	-0.8
35	CCN(c1ccccc1)S(=O)(=O)c1c[nH]c(C(=O)OC)c1
    0.0	-9.5	-1.9	-4.8
36	CC(=O)NC1=NC(=O)/C(=C/c2ccccc2OCc2ccccc2F)S1
    -0.1	0.3	0.7	6.8
37	OC1CCN(c2ccnc3c(-c4ccc(OC(F)(F)F)cc4)cnn23)CC1
    -0.3	0.9	-0.5	-72.2
38	CC1CCN(c2ccc(-c3c(C#N)c(N)n4c(nc5ccccc54)c3C#N)cc2[N+](=O)[O-])CC1
    -0.2	-16.7	-1.6	-4.8
39	Cc1cc(C)cc(N=C2NC(=O)/C(=C/c3cccs3)S2)c1
    -0.5	-6.8	0.4	-7.6
40	O=C(c1cccc(-c2ccc(O)cc2)c1)N1CCOCC1
    0.0	-9.0	1.6	-16.6
41	CCOC(=O)c1sc(NC(=O)c2ccc(Oc3ccc(C(=O)Nc4nc(C)c(C(=O)OCC)s4)cc3)cc2)nc1C
    0.2	-5.8	0.3	-1.9
42	COC(=O)CNS(=O)(=O)c1ccc(F)cc1
    0.0	0.0	4.8	4.1
43	CC(C)Oc1ccc(CNC(=O)C2(c3ccccc3)CCOCC2)cc1
    -0.3	-4.5	-1.7	1.6
44	NC(=O)c1oc2ccccc2c1NC(=O)COc1ccc(Cl)cc1Cl
    0.0	-4.7	2.8	-10.2
45	CC(Cc1ccc2c(c1)OCO2)N(C)C(=O)c1ccc(F)cc1 (stereo unspecified)
    0.0	11.3	0.6	3.0
46	O=C(Nc1nnc(-c2ccc(Cl)cc2)o1)c1cccc(N2C(=O)CCC2=O)c1
    -0.1	-6.3	1.5	-0.1
47	OC(CN1CCN(Cc2ccc(Cl)cc2)CC1)Cn1c2ccccc2c2ccccc21 (stereo unspecified)
    0.1	-7.3	-0.6	0.8
48	O=C(Nc1ccc(F)cc1)N1c2ccccc2Sc2ccccc21
    0.0	-14.1	0.9	-9.3
49	O=C(Oc1ccc(NC(=O)c2ccco2)cc1)c1ccccc1
    -0.2	5.8	-2.7	6.5
50	COc1cc(CNC(=O)COc2ccc(C3CCCCC3)cc2)cc(OC)c1OC
    -0.1	-6.6	0.7	-2.2
51	CCOCCCNC(=O)c1ccc2c(c1)nc(C)n2-c1ccc(OC)cc1
    -0.1	4.5	0.7	0.7
52	N#Cc1c(N)nc2c(c1-c1cccnc1)CCCC2
    0.0	-20.2	0.0	25.7
53	O=C(Nn1cc(C(=O)Nc2ccc(F)cc2F)c2ccccc2c1=O)c1cnccn1
    -0.8	11.3	-1.0	0.8
54	COc1cc(Cl)c(/C=C2/NC(=O)N(CC(=O)Nc3cccc(C)c3)C2=O)cc1OC
    0.1	4.8	0.5	0.3
55	COc1ccc(C(=O)Nc2ccc(-c3nc4cc(C(C)C)ccc4o3)cc2)cc1OC
    -0.2	-6.0	-0.6	-3.8
56	CCN(CC)c1ccc(CN2CCc3nnc(CNC(=O)Cc4ccccc4)n3CC2)cc1
    -0.1	10.9	-1.4	-4.2
57	CC(=O)c1cccc(NC(=O)C(C)OC(=O)c2ccc(S(C)(=O)=O)c([N+](=O)[O-])c2)c1 (stereo unspecified)
    0.0	-0.5	0.4	26.4
58	COc1ccc(C2CC(=O)C3=C(C2)NC(C)=C(C(=O)OC(C)C)C3c2cc(Br)c(O)c(OC)c2)cc1 (stereo unspecified)
    0.2	0.3	-0.9	-1.7
59	COc1ccc(N2C(=O)C3C(c4ccccc4)C=CC(c4ccccc4)C3C2=O)cc1 (stereo unspecified)
    -0.1	-6.3	1.6	-3.0
60	CC1(C)CC(=O)C=C(Nc2ccc(Br)cc2F)C1
    -0.1	-2.6	3.9	-19.3

# The list continues:
# Results follow in this order: FBW7 activator	MITF primary	GPR151 ag	TEAD-YAP block
61	O=C(Nc1ccc(F)c([N+](=O)[O-])c1)c1cccc2ccccc12
    0.1	9.9	-0.3	-2.8
62	CCOC(=O)N1CCN(C(=O)c2c(-c3ccccc3)noc2C)CC1
    0.0	-8.1	0.3	-1.3
63	O=C(Nc1ccc(O)cc1)/C(=C/c1cccc([N+](=O)[O-])c1)NC(=O)c1ccccc1Br
    -0.2	5.5	0.9	3.5
64	CC(C)(C#N)NC(=O)c1ccco1
    -0.1	-13.0	2.6	-0.9
65	O=C(CSc1nc2ccc(NC(=O)c3ccccc3Cl)cc2s1)Nc1cccc([N+](=O)[O-])c1
    0.1	9.9	-0.3	32.2*
66	Cc1cccc(CCN(CC(=O)NC(C)(C)C)C(=O)c2csnn2)c1
    -0.1	3.9	-0.3	-4.5
67	C=CCc1ccccc1OCCOc1ccc(/C=C2/C(=N)N3N=C(CC(C)C)SC3=NC2=O)cc1OC
    -0.1	18.8	-0.1	6.4
68	Cc1occc1-c1nnc(SCC(=O)Nc2ccc3c(c2)OCO3)n1CC1CCCO1 (stereo unspecified)
    0.0	3.1	-0.6	6.5
69	CCOc1cccc(N2C(=O)CC(N3CCN(c4ccc(F)cc4)CC3)C2=O)c1 (stereo unspecified)
    -0.1	-7.1	0.6	4.7
70	COc1ccccc1C(=O)COC(=O)CNS(=O)(=O)c1ccc(C)cc1
    0.0	7.0	0.6	-3.5
71	COc1cc(C(=O)Nc2ccc(Br)cc2C(=O)O)ccc1OC(C)=O
    0.1	-19.9	1.2	-15.2
72	CSc1ccc(NC(=O)N2CCC(C(=O)c3ccc(F)cc3)CC2)cc1
    -0.1	-17.1	-0.3	-2.6
73	COc1ccccc1N(CC(=O)N1CCOCC1)S(=O)(=O)c1ccc(C)cc1
    0.1	3.7	0.3	-8.0
74	O=C(Nc1cc(C(F)(F)F)ccc1N1CCOCC1)c1ccc[n+]([O-])c1
    0.4	0.1	0.7	6.6
75	Cc1ccccc1Nc1c(Cl)c(Cl)nc2c(C)cccc12
    -0.3	2.4	1.6	-8.0
76	COc1ccc2[nH]cc(CCNC(=O)Cc3ccc(Cl)cc3)c2c1
    0.2	-2.4	-0.7	8.3
77	CO[C@H]1[C@H](NC(=O)COc2ccccc2)c2ccccc2C12CCN(C(=O)C(C)C)CC2
    0.8	12.4	0.4	-20.8
78	COCCNC(=O)c1ccc(-c2cccc(OC)c2)nc1N(C)C
    0.1	13.9	-0.3	-56.5
79	COC(=O)Nc1nnc(Cc2ccccc2F)s1
    0.6	0.5	-0.9	5.6
80	O=C(Nc1ccccc1)c1cc(C(=O)Nc2ccccc2)cc(N2C(=O)c3ccccc3C2=O)c1
    0.2	0.2	0.5	0.7
81	Cn1c(CCNC(=O)OC(C)(C)C)n[nH]c1=S
    -0.1	18.9	1.8	-10.7
82	COc1cc(/C=C(\C#N)C(=O)NC2CC2)cc(OC)c1O
    -0.2	13.9	0.2	3.7
83	O=C(CCC1(Cc2ccco2)CCC(=O)N1)NC(c1ccccc1)c1ccncc1 (stereo unspecified)
    -0.2	4.6	-0.1	-4.5
84	CCCn1c(=O)[nH]c2c(C(N)=O)nc(-c3cccs3)nc21
    -0.1	-10.2	-0.1	1.1
85	COc1cc(OC)c(NC(=O)c2ccc(N3CC4CC(C3)c3cccc(=O)n3C4)c(NC(=O)Cc3c(F)cccc3Cl)c2)cc1Cl (stereo unspecified)
    -0.1	5.0	1.0	0.3
86	Cc1cc(NS(=O)(=O)c2ccc(NC(=O)/C=C/c3ccccc3Cl)cc2)no1
    -0.2	1.6	0.4	-4.0
87	CCCCc1nc(SCC(=O)c2ccccc2)n[nH]1
    0.0	4.8	-1.4	-15.0
88	CC1CCc2c(sc(NC(=S)NC(=O)c3ccn(C)n3)c2C(N)=O)C1 (stereo unspecified)
    -0.1	-13.9	-0.2	-8.6
89	Cc1ccc(NC(=O)CCN2CCN(c3ccccc3F)CC2)cc1
    0.5	7.0	0.2	1.2
90	O=C(c1ccc(Cl)cc1)c1conc1C(=O)c1ccc([N+](=O)[O-])cc1
    0.1	10.5	0.3	2.2

# Just MITF primary, for 3 of the compounds above:
entry | SMILES | MITF primary
57 | CC(=O)c1cccc(NC(=O)C(C)OC(=O)c2ccc(S(C)(=O)=O)c([N+](=O)[O-])c2)c1 (stereo unspecified) | -0.5
58 | COc1ccc(C2CC(=O)C3=C(C2)NC(C)=C(C(=O)OC(C)C)C3c2cc(Br)c(O)c(OC)c2)cc1 (stereo unspecified) | 0.3
59 | COc1ccc(N2C(=O)C3C(c4ccccc4)C=CC(c4ccccc4)C3C2=O)cc1 (stereo unspecified) | -6.3

# (next part)
# Results follow in this order: FBW7 activator	MITF primary	GPR151 ag	TEAD-YAP block
91	CCOc1ccc(Cc2nc(-c3nonc3N)no2)cc1OCC
    -0.1	-9.9	-0.7	-5.2
92	CCCC1C(C#N)=C(N)Oc2n[nH]c(-c3ccc(Cl)c(Cl)c3)c21 (stereo unspecified)
    -0.1	-7.2	1.5	1.6
93	CCCCCCOC(=O)c1ccc(OC(=O)c2cncc(Br)c2)cc1
    0.2	3.7	1.7	-10.5
94	CCOc1ccc2c(=O)c(Oc3cc(C)ccc3C)coc2c1
    -0.1	2.5	-0.4	-7.2
95	COC(=O)CSc1nnc(-c2ccc(S(=O)(=O)N3CCCC3)cc2)n1C
    0.0	2.3	-0.9	-3.5
96	c1ccc2c(c1)CC1(CCCCC1)N=C2Nn1cnnc1
    -0.1	3.7	-1.2	-0.2
